# LRH-1 inv ag: NR5A2 inverse agonism in reporter assay; 360,000 tested, 0.13% active; inhibition, % at 3.6 µM; O00482; HEK293T StAR-luciferase reporter, LRH-1 transfected, 24 h;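 active = inhibition above the mean inhibition of all tested compounds plus 3 SD, cut at about 73% in these data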;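 note: 0% = DMSO wells and 100% = reporter-only cells lacking LRH-1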
# SRC1 inh: human NCOA1 inhibition | Q15788 | HEK293 GAL4-SRC1 luciferase reporter, luminescence | inhibition, % at 3.6 µM | 360,000 tested, 0.12% active | AID 588354;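 active = inhibition above the campaign mean plus 3 SD, with each screening campaign given its own cutoff, cut at about 60% in these data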;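 note: 0% = DMSO treated cells and 100% = gossypol at 36 µM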
# CF NFkB inh: blocks PAF-induced NF-kB reporter in cystic fibrosis cells. KKLEB NF-kB-GFP reporter, GFP fluorescence overnight. inhibition, % at 5 µM. 360,000 tested, 0.86% active. AID 588850;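 active = at least 50% inhibition at 5 µM, scaled per plate between neutral and stimulator controls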;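 note: PAF is a Pseudomonas aeruginosa culture filtrate used as stimulus; plate controls were PAF-stimulated DMSO wells for no effect and unstimulated DMSO wells for full effect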
# EBV LMP1 NFkB: Epstein-Barr LMP1 NF-kappaB reporter inhibition | LMP1-induced NF-kappaB luciferase reporter cells, luminescence | inhibition, % at 12.5 µM | 350,000 tested, 0.69% active; in the data active = inhibition above about 41%;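 note: 0% = neutral control wells and 100% = reference inhibitor control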
# KKLEB cytotox: reduces viability of KKLEB cystic fibrosis airway cells; activity change (cytotoxicity), % at 5 µM; 360,000 tested, 0.36% active; KKLEB CF airway cells viability, ATPlite luminescence, overnight; stronger effect = lower value; cells stimulated with P. aeruginosa culture filtrate; AID 602141;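 active = corrected activity change at or below -50% at 5 µM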
# Shn3 inh set2: reduces Shn3 3'UTR luciferase signal in osteoblasts. Clone20 osteoblast Shn3 3'UTR firefly luciferase, 24 h. inhibition, % at 12.5 µM. 360,000 tested, 0.52% active. AID 588674;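 active = mean inhibition of at least 75% with every replicate also reaching 75%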;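 note: 0% = median of neutral control wells and 100% = pilot-screen positive control compound; some compounds past the cut are filed as inactive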
# NCOA3 inh: inhibitors of human steroid receptor coactivator 3 (SRC3) | inhibition, % at 3.6 µM | AID 588352 | HEK293 GAL4-SRC3 luciferase reporter, luminescence | 360,000 tested, 0.17% active;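 active = inhibition above a per-campaign cutoff, the mean of all compounds plus 3 SD, cut at about 60% in these data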;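 note: 0% = DMSO-treated cells and 100% = gossypol-treated cells at 36 µM; higher means less SRC3-driven luciferase light from the GAL4 reporter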
# Target sequence (Q9Y6Q9 whole entry, looked up, the tested form may be a part): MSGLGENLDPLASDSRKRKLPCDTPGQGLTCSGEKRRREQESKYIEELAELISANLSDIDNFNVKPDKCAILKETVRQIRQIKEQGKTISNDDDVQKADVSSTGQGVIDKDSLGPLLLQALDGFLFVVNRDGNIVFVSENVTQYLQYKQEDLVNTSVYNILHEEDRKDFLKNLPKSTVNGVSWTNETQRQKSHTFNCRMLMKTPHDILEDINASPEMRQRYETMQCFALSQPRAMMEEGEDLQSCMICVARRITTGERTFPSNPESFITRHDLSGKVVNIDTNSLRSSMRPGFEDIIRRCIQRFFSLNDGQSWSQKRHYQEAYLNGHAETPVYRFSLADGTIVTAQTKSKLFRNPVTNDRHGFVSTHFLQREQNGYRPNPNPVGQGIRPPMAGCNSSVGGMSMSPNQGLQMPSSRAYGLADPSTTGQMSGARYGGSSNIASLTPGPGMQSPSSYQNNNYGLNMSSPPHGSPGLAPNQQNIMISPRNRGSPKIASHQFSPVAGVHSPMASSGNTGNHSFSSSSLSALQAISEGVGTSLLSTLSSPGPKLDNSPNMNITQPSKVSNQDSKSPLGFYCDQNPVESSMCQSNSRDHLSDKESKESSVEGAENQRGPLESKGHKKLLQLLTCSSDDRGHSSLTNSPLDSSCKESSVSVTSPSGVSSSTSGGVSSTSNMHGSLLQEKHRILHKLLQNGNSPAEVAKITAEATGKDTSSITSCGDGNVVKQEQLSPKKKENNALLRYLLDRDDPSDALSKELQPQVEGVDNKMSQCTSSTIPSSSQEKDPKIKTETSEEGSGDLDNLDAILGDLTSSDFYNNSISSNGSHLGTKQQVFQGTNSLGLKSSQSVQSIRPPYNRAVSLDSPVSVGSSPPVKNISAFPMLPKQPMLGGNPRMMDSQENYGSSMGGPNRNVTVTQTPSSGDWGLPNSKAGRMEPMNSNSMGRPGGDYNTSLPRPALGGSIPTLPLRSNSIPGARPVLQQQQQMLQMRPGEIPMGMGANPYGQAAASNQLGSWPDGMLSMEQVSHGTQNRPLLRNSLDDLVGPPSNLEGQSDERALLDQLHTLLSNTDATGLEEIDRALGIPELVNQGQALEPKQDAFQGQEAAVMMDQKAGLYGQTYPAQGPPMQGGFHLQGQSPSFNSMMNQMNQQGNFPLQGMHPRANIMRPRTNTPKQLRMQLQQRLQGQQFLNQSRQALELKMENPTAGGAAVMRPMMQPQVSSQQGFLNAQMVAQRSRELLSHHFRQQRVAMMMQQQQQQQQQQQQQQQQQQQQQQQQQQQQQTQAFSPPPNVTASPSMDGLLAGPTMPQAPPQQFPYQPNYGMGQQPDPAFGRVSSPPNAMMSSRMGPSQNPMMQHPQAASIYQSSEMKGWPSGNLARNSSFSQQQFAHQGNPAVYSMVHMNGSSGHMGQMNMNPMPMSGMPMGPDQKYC
# TWEAK-Fn14 inh: blocks TWEAK-Fn14 interaction in a reporter cell assay; TWEAK-stimulated Fn14 reporter cells, luciferase luminescence, 8 h; 360,000 tested, 2% active; inhibition, % at 10 µM; in the data active = inhibition above about 50%
# C8 TRAIL sens: sensitizes caspase-8 expressing cells to TRAIL. NB7+C8 cells + TRAIL, ATPlite viability luminescence. inhibition (viability loss, TRAIL sensitization), % at 10 µM. 360,000 tested, 1% active. AID 624354;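 active = compounds causing at least 50% loss of cell viability in the single-dose screen, relative to plate controls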
# TROY NFkB inh: blocks TROY-dependent signaling in reporter cells; Q293 LMP1-TROYcd NF-kB luciferase reporter, 4 h; inhibition, % at 10 µM; 360,000 tested, 0.98% active;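 active = compounds whose plate-normalised and pattern-corrected inhibition of the luciferase reporter signal at the single screening dose is 50% or more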
# COUP-TFII inh: blocks human COUP-TFII nuclear receptor; P24468; HEK293T NGFI-A luciferase reporter, luminescence; inhibition, % at 8.6 µM; 370,000 tested, 0.7% active; AID 686940;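 active = inhibition above a per-plate cutoff, mean inhibition of test wells between control levels plus 3 SD, cut at about 38% in these data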;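 note: cells cotransfected with COUP-TFII expression vector driving the NGFI-A reporter; 0% = median of COUP-TF2 test wells and 100% = reporter-only cells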
# The depositor's hits bear a star; . = no result given. An excerpt; rates above refer to the full screens.
# The line under a structure holds: LRH-1 inv ag	SRC1 inh	CF NFkB inh	EBV LMP1 NFkB	KKLEB cytotox	Shn3 inh set2	NCOA3 inh	TWEAK-Fn14 inh	C8 TRAIL sens	TROY NFkB inh	COUP-TFII inh
- COc1ccc(C(=O)NCc2ccc3[nH]c(C)cc3c2)cc1OC
  4	-47	4	21	10	1	6	-9	-1	6	9
- CC(=O)N1CN(C2CCCC2)Cc2c1sc1c2CCCC1
  12	25	-8	6	-10	-13	10	-13	4	-11	-2
- Cc1cccc(OCC(=O)NS(=O)(=O)c2ccc(Br)cc2)c1
  0	-15	-14	.	-1	-12	21	-14	14	-8	3
- COC(=O)c1cnn(-c2ccc(C)c(C)c2)c1-n1cccc1
  -34	-30	7	12	0	11	-13	-2	23	-12	0
- CN(C)c1nc(N(C)C)c2cnn(C)c2n1
  -1	6	-8	-5	-10	13	-28	1	-5	11	-10
- COC(=O)[C@H](CCSC)NC(=O)NCCc1ccc(F)cc1
  2	-11	8	8	-6	9	1	0	-1	5	-10
- CCc1c(O)nc(SCC(=O)NCc2ccco2)[nH]c1=O
  -8	-3	-4	-9	-1	3	9	-10	-7	3	6
- Cc1ccc(-n2c(C)nn(-c3ncc(C(F)(F)F)cc3Cl)c2=O)cc1
  7	13	10	-1	-2	.	-7	-3	0	-6	1
- Cn1nc(-c2ccc(Cl)cc2)c2cc(C(=O)NCCN3CCOCC3)sc21
  -7	-21	4	-32	-5	11	-9	-29	7	0	-15
- O=C(c1cc(-c2ccccc2Cl)nc2ccccc12)N1CCOCC1
  5	-6	-5	5	17	6	0	1	-3	-3	21
- CCCNC(=O)COc1coc(CN2CCN(Cc3ccccc3)CC2)cc1=O
  12	-8	11	-1	-15	-15	12	10	-27	-14	6
- CCCC(=O)Nc1ccc(C(=O)COC(=O)C2=COCCO2)cc1
  -19	-13	-21	0	11	-46	1	-19	-14	-38	-23
- Cc1cc(C)cc(-n2nnc(C(=O)NCc3ccccc3)c2N)c1
  13	-9	4	26	-7	1	-2	-20	-4	-11	-5
- Cc1ccc(Sc2ccc(NC(=O)CCN3C(=O)NC4(CCCC4)C3=O)cc2)c(C)c1
  -4	-30	11	2	-4	19	8	23	-13	35	0
- Cc1ccsc1C(=O)N1CCN(S(=O)(=O)c2cccs2)CC1
  1	-13	27	-3	7	-6	11	7	-27	10	9
- CC(C)C[C@H](NC(=O)[C@H](Cc1ccccc1)n1c(=O)[nH]c2ccccc2c1=O)C(=O)N1CCC[C@H]1C(=O)O
  -10	-8	-5	-4	-2	-1	6	-2	12	8	14
- CCCN(C(=O)COC(=O)CCOc1ccc(C)cc1)c1c(N)n(Cc2ccccc2)c(=O)[nH]c1=O
  3	-12	17	-1	-7	-4	7	-3	-4	0	-2
- CCOC(=O)c1sc(NC(=O)c2cc3n(n2)C(C(F)(F)F)CC(c2cccs2)N3)c(C(=O)OCC)c1C (stereo unspecified)
  -21	-10	16	2	3	15	13	-27	9	14	-2
- N#C/C(=C\c1ccc(N2CCOCC2)o1)C(=O)N1CCOCC1
  -32	3	18	-9	-11	-18	6	-8	3	-12	-35
- CC(O)(c1cccnc1)c1nc(-c2cccc(C#N)c2)cs1 (stereo unspecified)
  46	-12	-26	.	12	14	5	-3	2	6	20
- CC(=O)c1ccc(Oc2ccc(C(C)=O)cc2)cc1
  -51	-53	14	-24	1	-28	-48	-17	2	-26	-56
- CC(C)NC(=O)N(C)C[C@@H]1OCc2cn(nn2)CCCC(=O)N([C@H](C)CO)C[C@H]1C
  -8	-31	1	2	-14	6	-1	-2	-21	1	-9
- C=CCn1c(C)cc(C(=O)COC(=O)[C@@H](NC(=O)c2ccccc2Cl)C(C)C)c1C
  1	-28	-2	17	-21	-6	-2	54*	85*	42	-17
- O=C(N=C1SC2CS(=O)(=O)CC2N1CCc1ccc(F)cc1)C1CCCCC1 (stereo unspecified)
  -1	6	-20	-1	-6	12	-4	6	-14	-12	-4
- COc1ccc(CCN(C)C(=O)c2cnc(C)cn2)cc1OC
  -1	-5	-11	-6	8	-5	-12	-7	-22	-5	3
- CC(C)(C)c1ccc(NC(=O)N2CCCN(c3c(Cl)cncc3Cl)CC2)cc1
  -7	-21	14	-10	-7	9	24	-17	8	14	5
- Cc1cc(N(CCO)CCO)ccc1N=Nc1cc(F)ccc1F
  -57	-29	23	-21	0	-46	-14	-23	16	-75	-35
- Cc1cccc(-n2nc3c(c2NC(=O)c2cc4ccccc4o2)CS(=O)(=O)C3)c1
  6	-24	4	5	14	6	24	-11	-17	2	3
- N#CCCn1cnc2c(=S)nc[nH]c21
  8	-15	5	3	4	9	19	-16	-3	-18	-1
- CC(C)(C)NC(=O)COc1ccc(CNCCc2ccccc2)cc1
  -4	3	-3	5	3	21	18	-20	1	-2	-5

# (list continues)
# The line under a structure holds: LRH-1 inv ag	SRC1 inh	CF NFkB inh	EBV LMP1 NFkB	KKLEB cytotox	Shn3 inh set2	NCOA3 inh	TWEAK-Fn14 inh	C8 TRAIL sens	TROY NFkB inh	COUP-TFII inh
- Nc1[nH]c(C(=O)c2ccccc2)c(-c2ccc(Br)cc2)c1C(=O)NC1CCCCC1
  3	.	.	.	.	.	.	11	-9	-9	-4
- O=C(N/N=C/c1ccc(F)cc1)c1ccc(OCc2ccccc2)cc1
  -21	-20	-14	-4	1	-44	-15	9	-13	-15	7
- Cc1c(C(=O)N2CCCCC2)c(S(=O)(=O)NCCc2ccc(Cl)cc2)c(C)n1C
  -1	4	1	1	14	-9	4	6	3	-6	8
- Cc1noc(C)c1C(=O)Nc1ccccc1-c1ccccc1
  6	0	4	2	-2	-10	1	-12	-12	-3	8
- CC/C(C)=N/Nc1nc(-c2cc3cccc(OC)c3oc2=O)cs1
  -101	-75	-23	-5	9	-117	-76	7	-9	-24	-34
- Cn1ncc2c(Nc3ccc(Cl)c(Cl)c3)ncnc21
  -41	-16	0	-4	7	-21	-16	-1	12	-28	-10
- N/C(=N\OC(=O)Oc1ccccc1)c1cccc([N+](=O)[O-])c1
  21	-11	-4	-2	0	-7	9	12	-8	2	-3
- COc1ccccc1NS(=O)(=O)c1cc(NC(=S)NCC2CCCO2)ccc1C (stereo unspecified)
  5	4	-4	11	3	14	18	12	-3	-17	-1
- CCSc1cc(N2CCOCC2)nc(-c2ccccc2)n1
  -7	5	-12	-1	12	-26	12	-20	-5	-51	8
- CN(C)C(=O)CCc1ccc2c3c([nH]c2c1)[C@]1(C)[C@@H](C(=O)N2CCOCC2)C[C@H](CC(=O)NCCN2CCOCC2)C(=O)N1CC3
  6	9	3	-9	-2	1	-24	-8	-7	-1	8
- O=c1cc(/C=C/c2ccccc2)oc2c1ccc1ccccc12
  -17	-4	-18	-1	2	-4	22	64*	30	20	-3
- CCCC(=O)Nc1nnc(SCC(=O)N2CCCCC2)s1
  -21	5	-13	-5	14	-11	-17	23	-12	-4	-7
- O=C(NC1CCCCCCC1)c1ccc(F)cc1
  -98	-82	1	-35	-7	-57	-85	-6	12	-30	-49
- O=C(Cc1cccs1)Nc1ccc(S(=O)(=O)Nc2ncccn2)cc1
  10	1	-2	0	6	-2	-1	11	-15	21	3
- CN(C)c1ccc(CNC(=O)CCNS(=O)(=O)c2cc(Br)cnc2N)cc1
  20	33	32	6	-24	11	39	1	0	7	.
- COc1cccc2cc(C(=O)NCc3ccc(Cl)cc3)c(=O)oc12
  13	3	14	-11	6	1	-3	29	-3	-28	-12
- O=C(c1cnc(Cl)c(Cl)c1)N1CCC(Cc2ccccc2)CC1
  8	-6	4	-23	14	27	-3	0	14	-2	18
- CN1CCC[C@@H]1CCNC(=O)c1c(-c2ccc3c(c2)OCO3)noc1-c1ccsc1
  7	5	-33	-6	1	-23	17	0	-2	-18	-14
- CCCCN=C1NN=C(c2cc3ccccc3o2)CS1
  -42	-20	-1	-11	-9	12	-22	-11	18	-30	-6
- CN1C(C(=O)NCc2cccc(Br)c2)CC2Cn3c(nc4cc5ccccc5cc43)C21 (stereo unspecified)
  7	-11	12	2	1	6	-15	0	0	19	-10
- COc1ccc(-c2c(Sc3ccccc3)c3cc(-c4ccc5c(c4)OCO5)ccc3n2C)cc1
  -2	.	.	.	.	.	.	1	2	-16	1
- Cc1ccc2nc(-c3ccc(NC(=O)COCC(=O)O)cc3)sc2c1
  -132	-94	-15	-13	12	-75	-89	0	23	-28	-33
- Nc1n[nH]c(N)c1N=Nc1cccc(F)c1
  -16	-4	22	1	4	-51	-13	15	-4	-50	-19
- COCCNC(=O)C1(C)Oc2ccccc2NC1=O (stereo unspecified)
  -2	-14	-7	-4	3	-9	10	-36	-3	5	-3
- C=CCn1c(NS(=O)(=O)c2ccccc2)c(S(=O)(=O)c2ccc(C)cc2)c2nc3ccccc3nc21
  2	-17	-8	-173	7	-15	15	0	-17	20	3
- O=C(Cn1cnc2ccccc2c1=O)N1CCN(c2ccc(F)cc2)CC1
  -3	-23	11	-1	5	8	-7	9	-8	12	3
- CCC(=O)NCCc1nc2cc(NC(=O)c3ccccc3Cl)ccc2n1C
  -19	-28	1	-6	11	-37	-45	-4	-4	-27	-18
- Cc1cccc(C2c3[nH]c4ccccc4c3CCN2Cc2cnn(-c3ccc(F)cc3)c2)n1 (stereo unspecified)
  15	-5	0	5	-4	11	-2	-32	17	-22	-7
- O=C(CCn1cnnn1)NC1CCCN(Cc2ccccc2F)C1 (stereo unspecified)
  -6	-3	-21	5	-2	-6	9	2	-6	7	6
- COc1ccc2[nH]cc(C(=O)CNc3nc(C)cs3)c2c1
  -25	-120	0	-30	-7	-22	-78	-14	31	28	-34

# Further compounds follow:
# The line under a structure holds: LRH-1 inv ag	SRC1 inh	CF NFkB inh	EBV LMP1 NFkB	KKLEB cytotox	Shn3 inh set2	NCOA3 inh	TWEAK-Fn14 inh	C8 TRAIL sens	TROY NFkB inh	COUP-TFII inh
- CCOC(=O)[C@]12CCC=C1N(Cc1ccco1)C(=O)[C@H](CC(=O)NCc1cccc(C(F)(F)F)c1)C2
  6	.	.	.	.	.	.	11	-1	-6	-2
- Cc1ccc(C=NNc2nc3c([nH]2)c(=O)n(C)c(=O)n3C)cc1
  -12	-3	-35	-2	6	-7	-36	32	-5	-3	-31
- CCOc1ccc2nc(SCC(=O)c3ccc(O)cc3O)sc2c1
  -20	-32	58*	-1	0	-2	6	1	-11	1	-28
- CC(=O)Nc1ccc(S(=O)(=O)N2CCN(C(C)CCc3ccccc3)CC2)cc1 (stereo unspecified)
  1	-1	-1	3	-3	-3	4	-8	0	0	-2
- COC(=O)Nc1ccc(S(=O)(=O)NCCCCCC(=O)O)cc1
  22	-13	-4	-6	1	3	-16	26	0	1	-21
- CCC(CC)=NNc1ccc([N+](=O)[O-])cc1[N+](=O)[O-]
  16	15	9	-4	0	-2	0	4	-3	-18	-37
- Cc1nc(C)c(-c2ccc(SCC(=O)Nc3cccc(F)c3)nn2)s1
  -13	-16	5	8	-5	46	1	31	18	25	47*
- O=C(NCc1ccc2c(c1)OCO2)C1CCC(CNS(=O)(=O)c2cccc3nsnc23)CC1 (stereo unspecified)
  2	0	-13	9	-1	19	15	0	6	0	12

# Compound activity (PubChem)
